EP2 modulator: EP2 receptor (human) modulation. EP2-expressing cells, cAMP HTRF FRET, PGE2 co-stimulation. induction, % at 25 µM. hit rate 0.83% among 260,000;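 active = compounds whose cAMP rise, as percent of the full-agonist control response, exceeds 60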;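 also: rat C6 glioma line stably carrying human EP2 under a CMV promoter; the protocol text gives 20 µM as final concentration; 100% = response of wells given 1 µM PGE2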
Target sequence (P43116 whole entry, looked up): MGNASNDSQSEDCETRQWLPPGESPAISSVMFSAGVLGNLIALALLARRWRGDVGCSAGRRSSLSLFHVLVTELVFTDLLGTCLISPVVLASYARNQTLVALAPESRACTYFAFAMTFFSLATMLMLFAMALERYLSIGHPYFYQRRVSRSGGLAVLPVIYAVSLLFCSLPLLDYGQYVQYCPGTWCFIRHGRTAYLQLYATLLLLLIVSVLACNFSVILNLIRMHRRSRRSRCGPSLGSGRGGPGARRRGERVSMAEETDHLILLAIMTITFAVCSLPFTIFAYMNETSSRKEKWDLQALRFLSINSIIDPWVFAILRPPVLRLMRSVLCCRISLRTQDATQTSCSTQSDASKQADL
CHOP inhibitor: CHOP inhibition in unfolded protein response; CHO-K1 CHOP-promoter luciferase, tunicamycin-induced, 15-18 h; inhibition, % at 10 µM; hit rate 3.8% among 220,000; AID 2732;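 active = compounds that reduced the stress-induced luciferase reporter signal by more than about 70% of percent inhibition, limit read from the data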;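 also: 0% = tunicamycin plus vehicle and 100% = wells without tunicamycin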
TRPML3 agonist: activates the human TRPML3 channel. Q8TDD5. HEK293 TRPML3-YFP, Fluo-8 calcium fluorescence; 100% = the carbachol control signal. activation, % at 3 µM. hit rate 0.29% among 220,000. AID 1448;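 active = activation above its plate's cutoff, the mean activation of the plate's test wells plus 3 SD, cut at about 12% in these data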;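 also: 0% = DMSO only wells and 100% = carbachol wells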
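system = HEK293 cells stably carrying human TRPML3-YFP | doses = one concentration, 3 µM nominal, 0.3% DMSO | timing = dye loading 1 h 37 °C then 30 min ambient, 125 s read | detection = Fluo-8 calcium dye fluorescence, ex 470-495, em 515-575 nm | benchmarks = high control carbachol 87 µM, low control DMSO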
TRPN1 ag: zebrafish TRPN1 (NompC) channel agonism. AID 1424. HEK293 zebrafish TRPN1-YFP, Fluo-8 calcium fluorescence; 100% = response to 87 µM carbachol. hit rate 0.18% among 220,000. activation, % at 3 µM;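 active = activation above its plate's cutoff, the mean activation of test wells on that plate plus 3 SD, cut at about 19% in these data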;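 also: 0% = DMSO alone and 100% = 87 µM carbachol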
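Material – zebrafish TRPN1-YFP in HEK293 cells · Doses – 3 µM single point · Schedule – dye 1 h 37 °C plus 30 min RT · Signal – Fluo-8 calcium fluorescence, excitation 470-495 nm, emission 515-575 nm · Read-out – % activation versus carbachol response · Control set – carbachol high, DMSO low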
S1P4 antag: human S1P4 receptor antagonism; hit rate 0.26% among 220,000; O95977; inhibition, % at 4.98 µM; S1P4-expressing cells, antagonist mode, reporter read-out; in the data active = inhibition above about 29%;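 also: 0% = wells stimulated with agonist and 100% = vehicle wells without agonist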
NPY2 pot ag: human NPY-Y2 potentiation or agonism, primary screen | cells expressing NPY-Y2, potentiator/agonist read-out | activation, % at 3.6 µM | hit rate 0.45% among 220,000 | AID 1359; in the data active = activation above about 27%;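 also: cells stimulated with NPY near EC25 plus isoproterenol at EC100; 0% = vehicle plus submaximal agonist and 100% = vehicle plus saturating agonist; some results beyond the cut were filed as inactive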
NPY-Y1 PAM-ag: human NPY-Y1 potentiation or agonism, primary screen. NPY-Y1 expressing cells, potentiator/agonist activation. activation, % at 3.6 µM. hit rate 0.37% among 220,000; in the data active = activation above about 33%, passing the limit was not always enough;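 also: cells stimulated with NPY at EC10 then isoproterenol at EC100; 0% = low agonist plus stimulus and 100% = saturating agonist plus stimulus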
Target sequence (P25929 whole entry, looked up): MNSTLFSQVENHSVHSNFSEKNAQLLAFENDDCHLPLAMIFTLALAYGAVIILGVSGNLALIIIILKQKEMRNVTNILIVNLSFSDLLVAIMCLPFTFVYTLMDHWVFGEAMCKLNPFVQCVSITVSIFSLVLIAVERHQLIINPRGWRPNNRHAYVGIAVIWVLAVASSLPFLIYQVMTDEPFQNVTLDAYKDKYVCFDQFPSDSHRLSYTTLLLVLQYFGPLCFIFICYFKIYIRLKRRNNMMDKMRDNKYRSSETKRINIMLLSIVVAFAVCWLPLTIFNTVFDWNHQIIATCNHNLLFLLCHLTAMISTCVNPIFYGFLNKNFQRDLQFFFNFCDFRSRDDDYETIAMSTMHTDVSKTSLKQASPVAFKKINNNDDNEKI
S1P4 agonist: activates the human S1P4 receptor | O95977 | S1P4-expressing cell line, agonist reporter assay | activation, % at 4.98 µM | hit rate 0.35% among 220,000 | AID 1509; in the data active = activation above about 11%;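 also: 0% = DMSO vehicle and 100% = reference agonist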
NPY Y1 blocker: blocks the human neuropeptide Y Y1 receptor. HEK293-CNG Y1 cells, membrane potential fluorescence; NPY at EC95, then isoproterenol. inhibition, % at 3.6 µM. AID 1040. hit rate 1% among 200,000;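 active = inhibition above the campaign mean inhibition of all tested compounds plus 3 SD, cut at about 20% in these data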;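 also: 0% = DMSO wells given NPY plus isoproterenol and 100% = isoproterenol alone without NPY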
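Test system – HEK293 Y1/CNG channel cell line · Also added – NPY agonist 25 nM, then isoproterenol 1 µM plus Ro 20-1724 25 µM · Compound dosing – one concentration, 3.6 µM, in 0.4% DMSO · Schedule – compound incubation 1 h at room temperature, readout 45 min post-stimulation · Technique – fluorescence, membrane potential probe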
An asterisk follows results filed as active; . = not tested or not shown; & = joins results of further samples.

mol	TRPN1 ag	EP2 modulator	NPY2 pot ag	NPY-Y1 PAM-ag	CHOP inhibitor	NPY Y1 blocker	S1P4 agonist	TRPML3 agonist	S1P4 antag
CN1C(=O)C(CC(=O)Nc2ccc3c(c2)Cc2ccccc2-3)N(C)C1=O (stereo not given)	2.3	-7.3	9.1	18.0	40.0	-0.3	-1.7	0.0	-9.8
CCc1nc(NCC2CCCO2)c(C#N)c2c1COC(C)(C)C2 (stereo not given)	0.8	10.6	-3.3	-32.8	25.6	5.4	-0.1	-0.4	-10.0
CCCc1cc(=O)n2[nH]c(C)c(-c3ccccc3)c2n1	0.9	2.0	-22.5	-2.5	2.1	6.6	-0.3	0.2	-9.8
CC(NS(C)(=O)=O)C(c1cccs1)N1CCN(c2ccc(F)cc2)CC1 (stereo not given)	2.2	-7.5	10.3	-5.9	42.3	0.4	1.5	1.1	-1.8
C#CCOCCOCCOCCNc1nc(N2CCN(C(=O)[C@H]([C@@H](C)CC)n3cc([C@@H](N)CO)nn3)CC2)nc(N2CCN(C(=O)[C@H]([C@@H](C)CC)n3cc([C@@H](N)Cc4ccc(O)cc4)nn3)CC2)n1	1.3	14.8	-21.4	-8.5	3.2	-3.0	2.2	1.1	5.4
Cc1ccc(Oc2cc(N3CCOCC3)nc(-c3ccccc3)n2)cc1	1.0	49.5	3.4	1.3	29.9	-18.5	-0.1	0.8	-17.5
NS(=O)(=O)c1ccc(NC(=O)CSc2nc3ccccc3[nH]2)cc1	2.0	-23.4	-2.6	7.4	0.0	0.0	0.5	1.1	6.5
Cc1ccccc1N1C(=O)c2ccccc2N2C(=O)c3ccccc3C12 (stereo not given)	-1.4	17.7	-17.0	-9.1	8.9	12.0	0.5	-0.3	-8.1
c1ccc(-c2cn3nc4c(nc3n2)CCCC4)cc1	0.2	12.4	-4.4	-3.3	63.5	4.2	-1.7	0.7	1.3
Cc1cccc(-n2c(C)cc(/C=N/NC(=O)c3ccc(CN4CCOCC4)cc3)c2C)c1	4.2	-15.4	3.4	9.0	-23.6	3.4	-0.1	1.6	-3.0
CCOC(=O)C1(Cc2ccc(OC)cc2)CCN(C(=O)C2=CCCC2)CC1	-1.0	12.4	-16.9	-18.7	102.5*	2.7	-0.6	-0.8	-7.5
Cc1ccc(C)c(NC(=S)N(Cc2ccc(Cl)cc2)Cc2ccc(C(=O)O)cc2)c1	-1.1	26.2	-9.4	-1.9	15.7	-6.3	-0.8	0.2	-11.6
Cc1cccc(NC(=S)N(CCN(C)C)Cc2cc3cc(C)ccc3[nH]c2=O)c1	0.8	-37.1&-20.5	-16.1	-11.5	-15.9	10.2	-0.7	0.3	-3.0
CC(C)(C)NC(=O)C(c1ccncc1)N(Cc1ccc(F)cc1)C(=O)c1ccc(-c2ccccc2)[nH]1 (stereo not given)	-0.6	9.3	13.6	17.9	30.1	-7.7	0.8	-0.6	-5.3
O=C(O)c1c(-c2ccc(Cl)cc2)cn2ccccc12	-0.1	2.2	1.6	17.1	-15.0	-1.3	-0.6	0.5	-5.0
CCN(CC)S(=O)(=O)c1cc(NC(=O)CSc2nnc(-c3cccs3)o2)ccc1C	-1.3	8.3	-1.2	3.7	-16.1	-0.9	-0.6	-0.1	-16.6
O=C1C2C3C=CC(C3)C2C(=O)N1c1ccc2c(c1)CCC2 (stereo not given)	0.0	14.3	5.4	-15.3	-12.1	-2.7	1.2	1.0	3.1
Cc1c(C(=O)Nc2ccccc2)csc1-c1ccccc1	-0.3	-85.3	-0.1	-7.5	38.6	-3.2	0.8	0.8	-27.2
O=C(C1=C[C@@H](c2ccc(C(F)(F)F)cc2)C[C@@H](OCCCCO)O1)N1CCN(Cc2ccccc2)CC1	-0.6	-20.8	-11.0	12.2	18.1	4.8	-1.4	0.4	1.4
O=C(Cc1nc(-c2cnccn2)no1)NNC(=O)Nc1ccccc1	2.3	-7.8	-25.5	4.1	18.8	.	9.8	0.9	5.2
[O-]/C(=C(\C(=S)Nc1ccccc1F)[n+]1ccccc1)c1ccc(OC(F)F)cc1	0.3	26.1	-27.7	-13.3	-13.0	.	1.0	-0.5	-6.9
CC1CCN(CCOCCOc2ccccc2Br)CC1	-1.9	18.0	-4.7	1.7	1.5	0.9	1.8	0.6	-6.4
CC(Oc1ccccc1)C(=O)Nc1ccc(C(N)=O)cc1 (stereo not given)	-1.0	14.8	-10.7	8.7	-1.4	-5.7	-3.8	0.4	-38.2
Nc1nccc(-c2cccs2)n1	0.3	8.7	-5.0	5.2	15.2	-0.5	0.1	0.8	-0.4
CCCCC(=O)NC1(C(F)(F)F)NC(=O)N(Cc2ccccc2)C1=O (stereo not given)	-1.4	-40.0	11.3	16.5	15.1	0.1	-0.7	0.7	-15.2
O=C(C1=NN[C@@H]2C(=O)N(c3ccccc3C(F)(F)F)C(=O)[C@H]12)c1cnccn1	1.2	26.9	1.7	-6.5	2.7	.	0.0	0.2	6.6
CC(=O)N1CCC(=NNC(=O)CSc2cc(C)c(Br)cc2C)CC1	2.0	11.4	7.0	2.4	-0.7	1.8	0.5	0.5	5.6
OC1(CNCc2ccccc2)C2CC3CC(C2)CC1C3 (stereo not given)	2.8	-28.9	-24.1	-18.0	7.8	.	0.2	0.5	-6.8
N/C(=N\OC(=O)CCCOc1ccccc1)c1ccccc1	1.2	-11.3	-16.3	-4.3	-0.8	5.3	0.2	0.0	-11.1
Cc1[nH]c2ccccc2c1SCc1nnc(SCc2ccc(Cl)cc2)n1C	0.4	-44.9	-3.2	11.4	40.3	.	0.2	0.1	-7.2

New compounds follow:
mol	TRPN1 ag	EP2 modulator	NPY2 pot ag	NPY-Y1 PAM-ag	CHOP inhibitor	NPY Y1 blocker	S1P4 agonist	TRPML3 agonist	S1P4 antag
Cc1cccc(NC(=S)N(CCCN2CCOCC2)Cc2cn(C)c3ccccc23)c1	0.5	15.8	-1.2	-2.0	27.2	1.8	1.1	0.7	-3.0
CCCCOP(=O)(c1ccc(N(C)C)cc1)C(O)c1ccc(OC)c(OC)c1 (stereo not given)	0.6	7.0	16.6	22.5	-4.8	.	-0.6	0.3	10.8
Cc1ccc(-c2csc3nc(C(C)C)oc(=O)c23)c(C)c1	0.7	17.2	2.1	-8.3	15.9	.	-1.3	0.3	-1.4
CC(NC(=S)N1CCOCC1)c1ccccc1 (stereo not given)	2.2	26.1	1.9	0.5	2.5	5.9	0.7	1.5	-6.8
O=C1CC(c2ccccc2)CC2=C1C=Nc1ccccc1N2 (stereo not given)	1.6	-32.2	5.4	7.8	4.4	-3.9	0.1	1.6	-8.4
CC1=NN(c2nc3ccccc3[nH]2)C(=O)C1Cc1ccccc1 (stereo not given)	0.9	-3.0	-1.5	5.9	-1.8	.	-0.1	-0.9	-1.3
CCc1ccccc1NC(=O)CSc1n[nH]c(C)c1[N+](=O)[O-]	-0.3	-9.6	-1.6	-16.9	0.8	2.0	-1.7	0.6	-1.1
c1ccc2c(c1)nnn1c3ccccc3nc21	0.0	-18.8	-9.6	1.1	-16.5	2.9	0.5	0.0	-9.9
O=[N+]([O-])c1cc(Cl)ccc1-c1nc(-c2ccccc2)no1	-0.8	9.6	4.8	2.2	41.4	7.2	0.6	0.3	-23.6
CN(C)/C(CN1CCCCC1)=C1\N=C(c2ccccc2)OC1=O	2.1	-3.1	1.6	5.9	12.1	-0.8	-1.2	0.1	-15.6
O=C(O)CCCC(=O)Nc1nc2n(n1)C(c1ccc(F)cc1)CC(c1ccc(Cl)cc1)N2 (stereo not given)	1.6	6.3	-6.8	-11.0	5.7	-2.4	1.1	0.8	-2.0
C/C=C(\CS(=O)(=O)c1ccccc1)S(=O)(=O)c1ccccc1	2.0	-16.0	-5.2	16.9	-46.6	0.8	-1.3	0.2	-5.1
Cc1ccc2[nH]c3c(c2c1)CN(C(=O)CN1CCN(Cc2ccc4c(c2)OCO4)CC1)CC3	2.7	-42.4	9.6	-9.9	28.6	10.7	1.3	1.2	-2.2
CN(C)S(=O)(=O)c1ccc(C(=O)N2CCOCC2)cc1	0.4	5.1	-3.9	9.3	5.6	0.1	-1.7	0.7	-2.0
O=C(CSc1nnc(-c2ccccc2)o1)Nn1cnnc1	0.9	1.0	-1.1	2.3	5.6	0.8	0.5	1.1	-15.0
O=S1(=O)CCN(OCc2ccc(Cl)cc2)CC1	0.8	-12.6	-6.2	-4.6	7.0	-2.7	1.4	0.4	-23.0
O=C(CSc1nc2sc3c(c2c(=O)n1Cc1ccco1)CCC3)N1CCc2ccccc21	0.7	.	-3.8	-14.0	.	-1.0	-1.2	0.3	-0.4
CN(C)CC(C)(C)CNC(C(=O)Nc1ccc(Cl)cc1C(F)(F)F)c1ccccc1 (stereo not given)	0.5	-26.3	5.7	2.8	19.0	1.3	0.9	1.2	8.0
O=C(Cn1cnc2c(cnn2-c2ccccc2)c1=O)c1ccc(Cl)cc1	-0.2	-7.0	-3.7	-15.3	22.1	3.1	0.1	0.5	-7.2
Cc1[nH]n(C(N)=S)c(=O)c1C(c1ccccc1)C(C#N)C#N (stereo not given)	0.9	7.5	-3.6	-1.9	-6.5	-5.4	-0.5	1.3	-10.9
COc1ccccc1N1CCN(C(=O)C(Sc2ccccc2)c2ccccc2)CC1 (stereo not given)	-0.8	19.0	-0.6	14.2	52.2	6.8	0.9	-0.7	6.3
COc1ccc(C(=O)Nn2cnnc2)cc1OC	1.8	11.8	-5.0	-10.1	-6.2	.	-1.1	-0.7	-7.4
COc1ccc(CCNC(=O)CC2SC(=NCc3ccccc3OC)NC2=O)cc1 (stereo not given)	-0.8	-51.2	10.8	9.2	5.5	-0.9	0.3	-0.1	1.3
COc1ccc(OC)c(Nc2ncnc3ccccc23)c1	-0.4	5.8	7.0	1.5	-1.4	8.1	-0.6	0.5	1.4
O=C(O)/C=C/C(=O)Nc1ccc(OC(F)F)cc1	0.3	27.8	10.1	15.8	6.0	5.0	0.8	1.0	-17.1
CCN(CC)C(=O)c1ccc(NS(=O)(=O)c2ccccc2)cc1	-0.4	0.5	2.8	6.3	38.5	5.0	0.3	0.3	-10.2
COc1cccc(C(=O)OCC(=O)NC(=O)NC2CCCC2)c1O	0.4	-31.7	-14.8	-10.9	2.4	3.0	-2.2	1.3	2.7
COC(=O)[C@H](CC(C)C)NC(=O)NCCCc1ccccc1	-0.2	24.2	17.0	8.6	28.0	3.1	2.3	-0.3	5.2
Cc1n[nH]c(C)c1CCNCc1ccc(OCC(O)CN2CCCCC2)cc1 (stereo not given)	2.0	11.2	-10.3	-8.4	14.7	2.4	0.5	0.7	3.7

Screens as filed in PubChem BioAssay.
